Nrf2 block = blocks Nrf2 signaling; A549 ARE-Fluc reporter, luciferase luminescence, 18-24 h; Potency, µM (titrated, usually from 46 µM), without a hit: at the highest dose activity change, negative = inhibition, actives largely listed as inhibitors; hit rate 2.1% among 360,000; note: potency is the fitted concentration of half-maximal effect; % is set by controls: 0 for no effect and ±100 for the full control effect; nearly all actives have a fitted effect of over 60% in size
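Reporter: ARE-Fluc in A549. Exposure: 18-24 h, 37 °C, 5% CO2, 5% FBS OPTI-MEM. Readouts: fluorescent cytotoxicity (CellTiter-Fluor), then luminescent Nrf2 signal after BugLite.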
EPAC2 agonist = activates human EPAC2 exchange factor; EPAC2 activation, biochemical qHTS; response scale: 100% = 6.5 mM cAMP response; Potency, µM (top dose mostly 154 µM), inactives show top-dose activation, most hits filed as activators; AID 720711; hit rate 0.079% among 360,000; Q8WZA2; note: potency is the fitted concentration of half-maximal effect; nearly all actives have a fitted effect of over 50% in size
Target sequence (Q8WZA2 whole entry, looked up): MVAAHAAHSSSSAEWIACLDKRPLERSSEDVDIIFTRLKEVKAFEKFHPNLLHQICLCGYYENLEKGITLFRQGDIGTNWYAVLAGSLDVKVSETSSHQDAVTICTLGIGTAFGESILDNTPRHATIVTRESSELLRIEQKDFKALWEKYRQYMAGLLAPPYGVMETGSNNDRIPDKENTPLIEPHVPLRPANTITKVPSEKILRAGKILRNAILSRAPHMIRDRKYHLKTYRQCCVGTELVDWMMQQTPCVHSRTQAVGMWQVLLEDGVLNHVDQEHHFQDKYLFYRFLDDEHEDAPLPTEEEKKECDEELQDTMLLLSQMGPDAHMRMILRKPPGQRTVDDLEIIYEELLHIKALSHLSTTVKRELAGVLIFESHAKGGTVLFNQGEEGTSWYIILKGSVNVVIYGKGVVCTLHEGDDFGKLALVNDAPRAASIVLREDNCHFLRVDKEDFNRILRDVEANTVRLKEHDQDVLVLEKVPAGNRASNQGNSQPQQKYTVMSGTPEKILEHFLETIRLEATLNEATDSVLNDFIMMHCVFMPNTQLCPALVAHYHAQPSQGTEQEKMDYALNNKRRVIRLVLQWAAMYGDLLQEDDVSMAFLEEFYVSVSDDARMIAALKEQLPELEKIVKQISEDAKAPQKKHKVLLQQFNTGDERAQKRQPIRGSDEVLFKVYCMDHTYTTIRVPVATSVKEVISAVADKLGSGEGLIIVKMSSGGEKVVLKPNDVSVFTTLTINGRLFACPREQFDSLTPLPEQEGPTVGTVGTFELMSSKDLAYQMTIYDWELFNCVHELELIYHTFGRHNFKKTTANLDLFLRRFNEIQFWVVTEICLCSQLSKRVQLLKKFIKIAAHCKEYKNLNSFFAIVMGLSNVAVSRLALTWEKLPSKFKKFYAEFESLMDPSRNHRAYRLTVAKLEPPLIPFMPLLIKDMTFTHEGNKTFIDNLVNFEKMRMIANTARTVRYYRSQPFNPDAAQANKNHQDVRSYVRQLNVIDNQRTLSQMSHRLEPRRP
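Guanine nucleotide exchange by EPAC2 is measured as reduced fluorescence of BODIPY-GDP once it is released from 250 nM Rap1B. Plates are read kinetically for 30 min at room temperature; results are scaled to 6.5 mM cAMP.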
Nrf2 activator = Nrf2 pathway activation | AREc32 ARE-luciferase reporter (MCF7-derived line), luminescence, 24 h | Potency, µM (top dose mostly 46.1 µM), for inactives: at the top dose activation, usual class: activators | hit rate 0.31% among 410,000 | AID 624171; note: potency is the fitted concentration of half-maximal effect; % of control where 0% means no effect; nearly all actives have a fitted effect of over 65% in size
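Luciferase luminescence (Steady-Glo, 30 min at room temperature) served as the read-out of ARE activation in AREc32 cells treated with compounds for 24 hr at 37 deg C.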
EPAC2 antag = blocks human EPAC2 exchange factor; Q8WZA2; EPAC2 GEF exchange of Rap1B-BODIPY-GDP, fluorescence; Potency, µM (top dose mostly 114 µM), for the others: at the highest dose activity, negative = inhibition, most hits filed as inhibitors; hit rate 0.18% among 360,000; AID 720708; note: potency is the fitted concentration of half-maximal effect; % is set by controls: 0 for no effect and ±100 for the full control effect; nearly all actives have a fitted effect of over 45% in size; many of its hits are not listed in these tables
MmCpn inh = M. maripaludis TRiC chaperonin inhibition | purified Mm-Cpn ATPase, ADP Transcreener TR-FRET | Potency, µM (series often up to 76.9 µM), inactives show at the highest dose activity, negative = inhibition, actives largely listed as inhibitors | hit rate 0.031% among 330,000 | AID 504842; note: potency is the fitted concentration of half-maximal effect; % is set by controls: 0 for no effect and ±100 for the full control effect; nearly all actives have a fitted effect of over 80% in size
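Eu-cryptate anti-ADP/ADP-d2 competition gives a ratio inversely related to ADP. Enzyme at 25 nM was pre-exposed to compound for 10 min, then given 10 uM ATP for 30 min, 37°C throughout.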
TGFb inhibitor = TGF-b pathway inhibition. Potency, µM (top dose mostly 46.1 µM), without a hit: at the highest dose activity, negative = inhibition, actives largely listed as inhibitors. hit rate 1.2% among 410,000. HepG2 CAGA-GFP TGF-b/SMAD3 reporter, GFP fluorescence, 18 h; TGF-beta stimulated, 500 pg/mL final; note: potency is the fitted concentration of half-maximal effect; % is set by controls: 0 for no effect and ±100 for the full control effect; nearly all actives have a fitted effect of over 65% in size
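Cell-based qHTS in HEPG2 carrying a CAGA-GFP Smad reporter; compounds added before 500 pg/mL final TGF-beta, 18 h incubation at 37 degrees C, GFP fluorescence quantified per cell by imaging cytometry.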
Akt phos inh = inhibitors of Akt phosphorylation. activity change, % for hits at 50 µM. Neuro2A IGF-stimulated pAkt S473 HTRF, 20 min; stronger effect = lower value. hit rate 0.32% among 360,000. AID 651550; in the data active = activity change below about -80%; inconclusive = mostly about -51% to -80%; note: % is set by controls: 0 for no effect and ±100 for the full control effect
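Single-point screen (50 µM final compound) in Neuro2A cells stimulated 20 min with 6 nM IGF at 37 deg C. After lysis, Ser473-phosphorylated Akt read by HTRF (ex 330 nm, em 615/665 nm) as the 665/615 ratio.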
CCT chaperon mod = cytosolic chaperonin activity modulation | activity change, % (concentration not given with the values), hits read low | hit rate 0.3% among 360,000 | AID 651819 | purified chaperonin ATPase assay, HTRF ADP detection, 30 min; in the data active = activity change below about -30%; note: % is set by controls: 0 for no effect and ±100 for the full control effect
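First, chaperonin was dispensed at 40 nM or 20 nM final depending on batch activity. Next, compounds were pinned at 76 uM and ATP added at 10 uM. After 30 min at 37 °C, ADP detection reagents ran 30 min at ambient temperature.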
A549 tox = kills or reduces viability of A549 cells in Nrf2 counter-screen | A549 ARE-Fluc cells, CellTiter-Fluor viability, 18-24 h | hit rate 0.16% among 390,000 | Potency, µM (top dose mostly 46 µM), for inactives: top-dose activity change, negative = cytotoxicity, usual class: inhibitors | AID 504648; note: potency is the fitted concentration of half-maximal effect; % is set by controls: 0 for no effect and ±100 for the full control effect
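A549 ARE-Fluc cells in 5% FBS OPTI-MEM, 5000 cells/well, rested 2 h then exposed to compounds in concentration-response for 18-24 h at 37 °C. Viability by CellTiter-Fluor fluorescence (Ex 405/Em 525) after 30 min; luciferase luminescence (BugLite, 15 min, RT) read afterwards.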
An asterisk follows results filed as active; i = inactive; u = inconclusive; x = not tested or not shown; [ ] = dose if it differs, or a comment. Unless noted, calls come from the whole dose curve; as a rule, active = well fitted curve in the direction sought with a large enough effect; inconclusive = small, poorly fitted or top-dose-only effect, or another doubt; inactive = no such curve, though single readings can be large; an effect the other way counts as inactive or inconclusive. This is a subset, so the mix of outcomes need not match the whole.

SMILES	Nrf2 block	EPAC2 agonist	Nrf2 activator	EPAC2 antag	MmCpn inh	TGFb inhibitor	Akt phos inh	CCT chaperon mod	A549 tox
COc1ccc(N2C(=O)C3CCCN3C2c2cccc(C)c2)cc1Cl (stereo not given)	22%	0%	-0.4%	-1%	3%	20%	i	0.0	2%
O=C(COc1ccccc1Cl)Nc1ccccc1C(=O)Nc1cccc(C(=O)O)c1	u	10%	-0.2%	11%	1%	-7%	i	3.0	3%
O=C(CSc1nnnn1-c1ccccc1)N1CCc2ccccc2C1	-9%	-3%	-0.5%	0%	u	15%	i	0.7	1%
C=CCn1c(SCc2ccccc2C#N)nnc1-c1cc(Br)ccc1O	x	23%	0.1%	-8%	1%	-2%	x	-0.5	1%
O=C(Nc1ccccc1Sc1ccccc1)c1ccccc1	-10%	28%	-0.5%	-11%	-1%	-13%	i	0.3	-2%
COc1ccc(S(=O)(=O)N(CC(=O)NCc2cccnc2)Cc2ccccc2)cc1	-26%	14%	0.2%	-2%	-4%	8%	i	-9.8	8%
COc1ccc(OC)c(-n2nnnc2SCC(=O)Nc2ccccc2N2CCOCC2)c1	5%	20%	-0.1%	-10%	1%	-10%	i	-2.5	18%
COc1cc(CO)cc(Br)c1OCC(=O)Nc1cccc2ccccc12	7%	10%	2.9%	2%	0%	-2%	i	-1.7	1%
Nc1cccc(CP(=O)(c2ccccc2)c2ccccc2)c1	8%	0%	-0.8%	6%	0%	-1%	i	-0.9	0%
CCCn1c(N2CCN(CC(=O)c3c(C)n(C)c4ccccc34)CC2)nc2c1c(=O)[nH]c(=O)n2C	x	9%	-0.4%	-7%	1%	-8%	i	0.4	u
CC(C)CC(O)(CC(C)C)C(=O)NNc1ccccc1	3%	12%	-0.7%	6%	0%	2%	i	1.1	1%
CS(=O)(=O)Oc1ccc(/C=N/NC(=O)c2ccncc2)cc1	1%	-2%	2.4%	5%	0%	0%	i	-1.3	4%
COc1ccccc1N1CCN(C2CCN(C(=O)c3cccs3)CC2)CC1	-14%	6%	-0.9%	-2%	-1%	-17%	i	-1.7	-5%
CCCn1nc(NC(=O)c2cccc(Cl)c2)c2cc3cccc(C)c3nc21	2%	x	0.6%	x	x	46%[activator]	x	x	6%
O=C(Nc1cccc(C(F)(F)F)c1)c1cc(-c2ccc(Cl)s2)nc2ccccc12	18%	x	-0.4%	x	x	-1%	x	x	-5%
COc1cccc(NC(=O)CSc2nc3ccccc3cc2Cc2ccccc2)c1	u	14%	-1.2%	0%	-11%	-4%	i	-1.6	-2%
COC(=O)c1ccccc1NC(=O)c1noc2c1CC(C(C)(C)C)CC2 (stereo not given)	x	5%	0.0%	6%	1%	5%	i	-81*	-2%
c1nc(NCCN2CCOCC2)c2c3c(sc2n1)CCCCC3	11%	-2%	0.4%	0%	1%	-3%	i	-2.8	-1%
CCOc1cccc(-c2nc3ccccc3c(=O)o2)c1	23%	x	4.4%	x	x	-2%	x	x	5%
CCOC(=O)c1c(C)n(O)c2ccc(Cl)cc2c1=O	4%	13%	0.2%	-4%	-9%	3%	i	2.1	x
O=C(CN1C(=O)NC2(CCCCC2)C1=O)N1CCOCC1	10%	-1%	0.0%	21%	0%	6%	i	-12	5%
COc1cccc(C2CC(=O)Nc3cc4c(cc32)CCC4)c1 (stereo not given)	u	11%	-0.3%	-16%	0%	-25%	i	-5.1	-19%
C=CCN1C(=O)CC(C(=O)NC)SC1=Nc1ccc(C(=O)OCC)cc1 (stereo not given)	2%	6%	-0.3%	4%	-9%	4%	i	-3.4	3%
COc1ccc(Br)cc1S(=O)(=O)n1nc(C)cc1C	-20%	11%	-0.7%	-12%	1%	-1%	i	-1.0	-1%
COc1ccc(S(=O)(=O)N(C)Cc2cccs2)cc1Br	u	16%	-0.4%	-8%	u	0%	i	0.8	0%
O=C1CCCc2c1cc(C(=O)NCc1ccco1)c(=O)n2-c1ccccc1	2%	4%	3.0%	-19%	1%	-4%	i	-0.1	-5%
Cc1ccc(S(=O)(=O)Oc2ccccc2/C=N/NC(=O)c2nn(C)cc2[N+](=O)[O-])cc1	0%	2%	7.2%	-1%	0%	u	i	-0.8	1%
COc1ccc(CC(=O)Nc2nc(-c3ccc(F)c(F)c3)cs2)cc1	u	5%	3.6%	-14%	0%	u	i	-0.5	-3%
O=C(NCc1ccccc1Cl)[C@H]1CCCN1C(=O)[C@H]1CCCN1C(=O)c1cccc2ccccc12	x	-6%	0.5%	0%	x	x	i	0.0	x
Cc1cnc(NC(=O)c2ccncc2)s1	-10%	11%	17%	6%	1%	0%	i	-1.3	-5%

Structures above with bromine:
SMILES	Nrf2 block	EPAC2 agonist	Nrf2 activator	EPAC2 antag	MmCpn inh	TGFb inhibitor	Akt phos inh	CCT chaperon mod	A549 tox
C=CCn1c(SCc2ccccc2C#N)nnc1-c1cc(Br)ccc1O	x	23%	0.1%	-8%	1%	-2%	x	-0.5	1%
COc1cc(CO)cc(Br)c1OCC(=O)Nc1cccc2ccccc12	7%	10%	2.9%	2%	0%	-2%	i	-1.7	1%
COc1ccc(Br)cc1S(=O)(=O)n1nc(C)cc1C	-20%	11%	-0.7%	-12%	1%	-1%	i	-1.0	-1%
COc1ccc(S(=O)(=O)N(C)Cc2cccs2)cc1Br	u	16%	-0.4%	-8%	u	0%	i	0.8	0%

Continuation.
SMILES	Nrf2 block	EPAC2 agonist	Nrf2 activator	EPAC2 antag	MmCpn inh	TGFb inhibitor	Akt phos inh	CCT chaperon mod	A549 tox
c1ccc2c(c1)oc1c(Nc3ccc4c(c3)OCO4)ncnc12	u	10%	4.1%	1%	-2%	-2%	i	-1.3	5%
C=CCn1c(SCC(N)=O)nnc1-c1cccc(Br)c1	x	-5%	0.3%	-2%	-1%	3%	i	-0.5	0%
CN(C)Cc1nc2ccccc2c(=O)n1CC(=O)Nc1cccc(S(=O)(=O)N2CCOCC2)c1	2%	6%	-1.1%	-11%	-2%	-2%	i	-0.8	19%
Cc1nn2c(CN(C(=O)COc3ccccc3)c3ccccc3)nnc2c2ccccc12	-20%	u	0.5%	0%	-2%	u	i	-1.4	-14%
CC(C)c1nnc(SCC(=O)Nc2ccc3c(c2)OCO3)n1C	-11%	0%	-0.8%	-3%	1%	0%	i	0.7	-12%
O=C(Cn1cnc2ccccc2c1=O)c1ccc2ccccc2c1	u	-34%[inhibitor]	-0.3%	-6%	x	12%	i	-0.8	-2%
CCOC(=O)c1cc2[nH]c3ccccc3c2[n+](-c2ccc([N+](=O)[O-])cc2)c1N	9%	4%	1.8%	-4%	0%	u	i	-4.3	-8%
COc1ccc(C(=O)N/C(=C\c2cn(C)c3ccccc23)C(=O)N2CCN(C)CC2)cc1OC	0%	9%	-0.7%	-13%	3%	-1%	i	-0.1	0%
Cc1ccc(-c2nn(C)c(=O)c3ccccc23)cc1CNC(=O)c1ccccc1	u	15%	5.9%	-13%	2%	-8%	i	-1.6	1%
Cc1nc(-c2noc(-c3cccc(Cl)c3)n2)c(C(F)(F)F)o1	u	-6%	11%	-3%	1%	-1%	i	1.4	1%
Cc1ccc(S(=O)(=O)N(C)C)cc1NC(=O)COC(=O)Cc1ccsc1	-8%	3%	1.5%	13%	-1%	5%	i	-2.4	0%
CC(C)Oc1cccc(C(=O)NC(=S)Nc2ccc3c4c(cccc24)CC3)c1	x	-3%	0.4%	-2%	-2%	29%	i	1.5	-3%
COc1ccccc1CN(C)C(=O)CN1C(=O)c2ccccc2C1=O	4%	-2%	0.1%	4%	2%	-5%	i	0.0	-5%
CN(C)C(=S)Nc1ccc([N+](=O)[O-])cc1	10%	-5%	0.1%	10%	0%	1%	i	-1.2	-2%
Cc1cccc(C(=O)NN2S(=O)(=O)c3ccccc3S2(=O)=O)c1	6%	-5%	0.1%	8%	0%	12%	i	-0.5	0%
Fc1cccc(/C=N/Nc2cc(N3CCOCC3)ncn2)c1	u	4%	u	10%	-1%	1%	i	-2.7	14%
COc1ccc(CN2CC(C(=O)NCc3ccccn3)CC2=O)cc1 (stereo not given)	u	11%	0.3%	-4%	0%	3%	i	0.3	-2%
Cc1cc(C)cc(OCC(=O)OCC(=O)NCc2ccco2)c1	0%	6%	-0.8%	16%	0%	11%	i	0.1	-5%
Cc1noc2ncnc(Sc3c(Cl)cccc3Cl)c12	-22%	5%	u	-2%	0%	u	i	-0.4	-6%
CCOC(=O)c1ccc(NC(=O)CC2C(=O)N(c3ccc(F)cc3)C(=O)N2CCCOC)cc1 (stereo not given)	-21%	-9%	0.1%	-4%	0%	1%	i	-5.0	-6%
O=C(COc1ccc(C(=O)NCC2CCCO2)cc1)Nc1cccc(C(F)(F)F)c1 (stereo not given)	-29%	-3%	-0.4%	-9%	-13%	-31%	i	-2.2	-3%
CCc1ccc(C(=O)c2cn(CC(=O)Nc3ccc4c(c3)OCO4)c3ccc(Cl)cc3c2=O)cc1	16%	x	-0.1%	x	x	u	x	x	14%
O=C(NC1CC1)c1ccc(CN(c2ccccc2)S(=O)(=O)c2ccccc2)cc1	u	15%	3.7%	4%	3%	0%	i	1.4	1%
COC(=O)/C=C1/S/C(=N/NC(=O)c2ccc(OC)cc2)NC1=O	9%	3%	-0.2%	7%	-16%	-1%	i	-0.1	-10%
O=C(Nc1ccc(Nc2ccccc2)cc1)c1c(F)c(F)c(F)c(F)c1F	u	13%	3.7%	-14%	1%	21%	i	1.6	-1%
CC(NC(=O)c1cccc2c1Oc1ccccc1S2)C(=O)O (stereo not given)	x	7%	0.5%	-9%	x	0%	i	0.4	x

Compound activity (PubChem BioAssay)
